# FXIa mix inh: FXIa protease inhibitors in compound pools, primary screen, biochemical, 10-compound mixtures; inhibition, % at 5 µM; hit rate 0.19% among 62,000; Coagulation factor XI (Homo sapiens), P03951; purified FXIa, fluorogenic substrate, pooled mixtures; AID 680, 2007;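 also: each value is inhibition by a whole ten-compound pool holding the compound; 0% = enzyme with no mixture and 100% = wells lacking enzyme; strong numbers were not always called active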
# Target sequence (P03951 19-387 limits assumed): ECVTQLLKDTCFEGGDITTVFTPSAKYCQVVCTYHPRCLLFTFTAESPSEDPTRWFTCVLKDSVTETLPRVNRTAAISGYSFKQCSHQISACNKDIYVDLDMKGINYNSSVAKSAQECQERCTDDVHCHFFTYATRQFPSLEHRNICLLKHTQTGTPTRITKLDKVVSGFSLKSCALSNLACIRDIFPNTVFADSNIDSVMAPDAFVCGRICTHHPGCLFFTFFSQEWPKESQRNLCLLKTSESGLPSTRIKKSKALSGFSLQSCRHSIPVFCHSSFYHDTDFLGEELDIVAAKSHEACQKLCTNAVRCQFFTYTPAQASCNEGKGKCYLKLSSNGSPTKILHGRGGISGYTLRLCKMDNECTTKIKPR
# Target sequence (P03951 388-625 limits assumed): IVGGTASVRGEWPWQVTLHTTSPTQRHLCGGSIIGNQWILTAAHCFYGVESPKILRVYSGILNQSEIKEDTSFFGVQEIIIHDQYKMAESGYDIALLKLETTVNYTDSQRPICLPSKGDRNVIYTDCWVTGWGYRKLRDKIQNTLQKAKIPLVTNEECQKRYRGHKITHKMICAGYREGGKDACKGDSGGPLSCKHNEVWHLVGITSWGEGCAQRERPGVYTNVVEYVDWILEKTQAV
# FXIIa inh mix: human factor XIIa inhibitors, primary screen, biochemical, pooled compound mixtures, fluorogenic substrate. Coagulation factor XII (Homo sapiens), P00748. purified FXIIa. inhibition, % at 5 µM. hit rate 0.2% among 62,000;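 also: 0% = enzyme without compound and 100% = no enzyme blank; some results filed as inactive read as strong as hits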
# CatG inh: human cathepsin G inhibitors, primary screen, biochemical, pooled compound mixtures, AMC fluorescence. purified enzyme, AMC-tetrapeptide fluorescence. hit rate 0.2% among 62,000. inhibition, % at 5 µM (by protocol). P08311. AID 581, 2007;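 active = inhibition above 20% in each of the two mixture wells holding the compound; inactive = inhibition of 20% or less in either well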;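 also: 0% = enzyme control without mixture and 100% = blank lacking enzyme; strong numbers were not always called active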
# Target sequence (P08311 21-244 limits assumed): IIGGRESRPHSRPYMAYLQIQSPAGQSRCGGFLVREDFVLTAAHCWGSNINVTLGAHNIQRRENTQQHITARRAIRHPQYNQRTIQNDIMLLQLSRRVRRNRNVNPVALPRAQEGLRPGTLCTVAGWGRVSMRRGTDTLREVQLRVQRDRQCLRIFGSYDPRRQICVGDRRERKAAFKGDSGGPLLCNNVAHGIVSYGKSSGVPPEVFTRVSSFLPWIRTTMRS
# CatS inh: inhibitors of human cathepsin S, biochemical, compound mixtures. recombinant cathepsin S, AMC dipeptide fluorescence, pooled mixtures. inhibition, %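 (tested at 5 µM per compound within 10-compound mixtures)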. hit rate 0.06% among 62,000. AID 501, 2006; in the data active = inhibition above about 32%, passing the limit was not always enough;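 also: 0% = enzyme without compound and 100% = blank without enzyme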
# ROCK2 inh: inhibitors of human ROCK2 kinase, primary screen, biochemical, high-throughput, luminescence; AID 604, 2007; inhibition, % at 6 µM; purified ROCK2, Kinase-Glo ATP depletion luminescence; Rho-associated protein kinase 2 (Homo sapiens), O75116; hit rate 0.35% among 60,000;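 active = inhibition above the screen-wide mean inhibition plus 3 SD, cut at about 18% in these data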;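 also: plate controls were DMSO wells for no effect and Y-27632 control wells after no-enzyme background subtraction for full effect; many of its hits are not listed in these tables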
# JNK3 inh: JNK3 kinase activity inhibitors, primary screen, biochemical, human, purified enzyme; Mitogen-activated protein kinase 10 (Homo sapiens), P53779; HTS; AID 746, 2007; hit rate 0.61% among 60,000; inhibition, % at 8 µM; in the data active = inhibition above about 17%;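 also: 0% = DMSO and 100% = reference inhibitor; many of its hits are not listed in these tables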
# C1s block: complement C1s protease inhibitors, primary screen, biochemical, 10-compound mixtures | Complement C1s subcomponent (Homo sapiens), P09871 | purified C1s, fluorogenic AMC substrate, pooled mixtures | mean inhibition % of two 10-compound mixtures (hits give high values), % at 5 µM (by protocol) | hit rate 0.16% among 62,000;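 active = inhibition above 20% in each of the two 10-compound mixture wells holding the compound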;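 also: 0% = enzyme wells lacking compound mixture and 100% = no-enzyme blank wells; some compounds called inactive have numbers as strong as hits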
# CatL inh: inhibitors of human cathepsin L, biochemical; purified cathepsin L, fluorogenic substrate, fluorescence; inhibition, %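 (tested at 10 µM)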; hit rate 0.17% among 58,000; in the data active = inhibition above about 45%;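 also: 0% = enzyme with no compound and 100% = no enzyme blank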
# Target sequence (P07711 114-288 limits assumed): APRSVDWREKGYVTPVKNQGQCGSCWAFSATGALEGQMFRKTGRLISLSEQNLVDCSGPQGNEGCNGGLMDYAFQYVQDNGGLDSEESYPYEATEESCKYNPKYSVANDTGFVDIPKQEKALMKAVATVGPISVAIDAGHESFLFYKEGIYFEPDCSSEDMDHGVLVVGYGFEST
# Target sequence (P07711 292-333 limits assumed): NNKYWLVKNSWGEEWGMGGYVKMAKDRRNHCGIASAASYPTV
# PKA inh: inhibitors of human PKA kinase activity, primary screen, biochemical, ATP-depletion luminescence, Kemptide substrate | cAMP-dependent protein kinase catalytic subunit alpha (Homo sapiens), P17612 | PKA Kemptide phosphorylation, Kinase-Glo ATP luminescence | inhibition, % at 6 µM | hit rate 0.1% among 65,000 | AID 524, 2006;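 active = inhibition above the screen-wide mean inhibition plus 3 SD, cut at about 21% in these data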; also: many of its hits are not listed in these tables
# Numbers without * were called inactive; / = no result given. Rule as the data show it, unless noted: active = inhibition above about 20% (passing the limit was not always enough); inactive = the rest. Rows are unselected; overall some 1.5% were active at least once.
# Values run as follows: FXIa mix inh	FXIIa inh mix	CatG inh	CatS inh	ROCK2 inh	JNK3 inh	C1s block	CatL inh	PKA inh
COc1ccc(Cn2c(=O)[nH]c3cc(C(=O)NCCCN4CCCCC4)ccc3c2=O)cc1
→ 4.5	8.4	1.1	1.6	/	/	-27.6	-4.1	0.3
CCOC(=O)c1c(C)[nH]c(C)c1-c1ccccc1OC
→ -5.6	5.0	0.4	-7.0	4.6	4.3	-20.2	9.3	11.0
COc1ccc(NC(=O)[C@H](CCS(C)(=O)=O)N2Cc3ccccc3C2=O)c(OC)c1
→ 5.5	8.2	11.1	-0.1	1.1	-2.6	13.9	-7.7	-0.1
C=CCN1C(=O)CSc2ccc(C(=O)OCC)cc21
→ -1.7	7.9	0.5	-1.2	/	/	0.2	5.3	6.6
CCCCNC(=O)c1cc2n(n1)C(C(F)(F)F)CC(c1ccccc1)N2 (centres undefined)
→ /	/	/	/	-2.2	-4.2	/	15.0	3.7
CC(=O)NC(=O)Nc1sc(=S)n(C)c1C
→ /	/	/	/	0.6	-3.7	/	4.8	-4.7
Cc1ccccc1-c1nc(CN2CCC(C(=O)NC3CCN(Cc4ccccc4)CC3)CC2)c(C)o1
→ 7.0	-5.9	3.8	-9.9	3.8	4.2	-5.6	24.9	8.2
O=C1OCCC1Sc1nc2ccccc2s1 (centres undefined)
→ -0.6	1.1	-2.1	-4.4	2.9	-1.9	-3.2	-7.4	0.6
CCOC(=O)Cc1cc(=O)n2[nH]c(C)c(-c3ccccc3)c2n1
→ 7.3	-2.9	14.0	19.1	-0.3	3.4	14.5	8.8	6.3
COCCn1c(SCC(=O)N2CCN(c3ccccc3)CC2)nc2c(c1=O)SC(C)C2 (centres undefined)
→ 7.8	0.3	7.4	-7.9	-0.3	-5.3	9.4	-2.4	-7.7
COC(=O)c1oc2ccc(Br)cc2c1NC(=O)CCN1CCOCC1
→ 4.7	5.3	-1.4	6.0	5.6	0.5	3.4	0.7	13.3
Cc1c(NS(=O)(=O)c2ccc(Br)s2)c(=O)n(-c2ccccc2)n1C
→ 4.6	-15.0	5.7	1.5	-0.6	2.0	-4.7	/	9.9
COc1cccc2c(=O)c3c(cnn3C)n(C)c12
→ -19.4	2.0	-20.6	-11.9	/	/	-86.0	-278.9	11.1
COc1ccc(S(=O)(=O)Nc2ccc(S(=O)(=O)N3CCCCC3)cc2)cc1
→ 2.4	2.9	-0.5	-3.6	4.6	-0.8	-16.5	14.5	7.4
Cc1ccc(Nc2cccccc2=O)cc1
→ 4.6	2.5	10.7	-1.5	1.3	1.2	13.6	8.1	-0.4
CCOC(=O)CCc1c(C)c(C#N)c2[nH]c3ccccc3n2c1=O
→ /	/	/	/	-15.7	-8.5	/	-31.0	0.3
CC(C)CN(C(=O)c1ccc(=O)n(C)n1)c1nc2ccccc2s1
→ 3.7	-6.0	5.5	-6.1	5.7	-2.9	10.7	11.4	7.7
Cc1ccc2cc(C)c(NCCO)nc2c1
→ 14.8	9.3	-3.6	-5.9	4.1	8.9	5.8	0.8	12.5
COc1cccc(C2C(C(=O)c3cc4ccccc4o3)=C(O)C(=O)N2c2cc(C)on2)c1OC (centres undefined)
→ 1.8	2.0	-9.5	24.3	0.0	12.7	-17.1	6.2	5.6
CCOC(=O)c1ccc(NC(=O)C2CC2)cc1
→ 2.3	14.0	-1.1	2.1	-3.3	0.8	1.7	-1.2	2.4
CC(=O)Nc1ccc(-c2cc3ccccc3o2)cc1
→ 2.9	6.2	7.1	11.6	8.2	-0.2	-34.6	5.0	5.8
Cc1ccccc1C(=O)N1CCC(C(=O)Nc2ccc(F)cc2)CC1
→ 3.7	0.1	9.3	1.1	5.0	-4.1	11.1	-5.0	2.1
CCOC(=O)C1CCCN(Cc2cc(OC)c(O)c(OC)c2)C1 (centres undefined)
→ -1.0	4.9	-6.2	-5.9	5.4	0.1	-7.1	1.4	8.3
CCOC(=O)C(NC(C)=O)(Nc1ccc(S(=O)(=O)Nc2nccs2)cc1)C(F)(F)F (centres undefined)
→ 1.8	-1.1	5.3	8.6	2.9	-3.1	-6.2	5.6	2.3
COc1ccccc1OC(C)C(=O)O (centres undefined)
→ -17.5	0.9	-0.5	-14.1	0.7	-5.3	0.2	10.2	-0.6
O=C(O)c1c2c(nc3ccc(S(=O)(=O)N4CCC(C(=O)NC5CCCC5)CC4)cc13)CCCCC2
→ 11.1	4.4	-1.4	-5.0	1.1	-7.9	-29.0	/	-3.5
O=C(CN1C(=O)C2CC=CCC2C1=O)NC1=NCCS1 (centres undefined)
→ 2.8	5.5	1.3	10.3	3.9	2.0	6.1	/	7.8
Cc1ccc(S(=O)(=O)N[C@@H](CC(C)C)C(=O)NCc2ccco2)cc1
→ 8.7	4.7	1.8	7.9	-1.6	-3.2	-0.4	28.6	-1.2
COC(=O)CCC(=O)Nc1cccc(Cl)c1
→ -3.7	0.6	-0.5	2.4	-2.0	-2.8	-4.9	-2.1	2.4
O=C(Nc1ccc(N2CCOCC2)c(Cl)c1)c1ccco1
→ 1.0	11.6	0.1	3.0	1.8	-4.5	4.0	1.8	4.8
O=C(CN(Cc1ccc2c(c1)OCO2)C(=O)c1cnsn1)NC1CCCC1
→ 4.1	-0.4	15.4	2.8	1.4	8.7	16.9	-4.5	-4.8
Cc1ccc(SCc2cc(=O)[nH]c(N3CCCCC3)n2)cc1
→ 0.7	3.9	-2.5	5.4	5.2	1.9	3.5	-0.7	6.3
O=C(CCC1CCCC1)N1CCN(C(=O)c2cccnc2)CC1
→ 8.3	10.3	-7.5	-0.5	4.9	-3.5	-2.8	-2.9	10.4
Cc1nn(-c2ccccc2)c2c1C1(C(=O)Nc3ccccc31)N1C(=N2)Sc2ccccc21 (centres undefined)
→ 8.6	9.7	-9.8	-7.7	-6.1	-0.4	-10.7	-1.6	1.3
COC(=O)c1ccnc(/C=N/O)c1
→ 1.5	-2.9	0.6	4.5	2.1	11.7	-3.0	0.4	7.5
COc1cc(OC)c(C(=O)NC2CC(C)(C)NC(C)(C)C2)cc1OC
→ 11.7	8.2	12.0	4.9	5.3	2.8	11.7	11.4	4.2
Cc1ccc2cc(CCNC(=O)c3ccco3)c(=O)[nH]c2c1C
→ 7.3	19.9	6.6	33.0	-1.5	1.4	9.9	12.9	0.7
COC(=O)c1ccc(NS(=O)(=O)c2ccc3c(c2)oc(=O)n3C)cc1
→ 1.9	4.2	-5.6	3.8	-6.5	1.5	-29.6	-9.4	-9.8
CCOC(=O)COc1ccc(S(=O)(=O)N2CCc3ccccc3C2)cc1
→ 15.6	-6.1	9.4	2.4	6.6	-1.3	6.7	5.1	7.7
Nc1c(C(=O)NCc2ccc3c(c2)OCO3)c2nc3ccccc3nc2n1CCCN1CCOCC1
→ -7.9	4.2	5.4	0.3	3.9	-1.9	-25.6	5.7	6.4
Cc1cccc(C)c1N1C(=O)c2ccccc2C1=O
→ 6.8	6.3	0.8	-0.7	3.7	-7.2	2.5	-4.2	-0.3
COC(=O)c1[nH]c2ccc(C)cc2c1NC(=O)Nc1ccccc1OC
→ 7.5	0.7	9.4	8.3	7.2	-8.7	5.7	3.7	-2.2
O=C(c1ccc2nccnc2c1)N1CCN(Cc2ccc3c(c2)OCO3)CC1
→ 8.8	-3.3	2.1	-5.5	4.6	-0.9	0.4	-1.0	7.5
COC(=O)C1=C(N)Oc2cc(C)oc(=O)c2C1c1ccncc1 (centres undefined)
→ /	/	/	/	2.0	-1.0	/	13.7	-4.0
CCCc1ncc(C(O)c2cccc(OC)c2OC)n1C (centres undefined)
→ 3.1	7.1	-7.9	16.4	4.5	6.3	-35.5	24.3	8.4

# Ordered by molar mass (smallest number first): some entries from above.
# Values run as follows: FXIa mix inh	FXIIa inh mix	CatG inh	CatS inh	ROCK2 inh	JNK3 inh	C1s block	CatL inh	PKA inh
COc1cc(OC)c(C(=O)NC2CC(C)(C)NC(C)(C)C2)cc1OC
→ 11.7	8.2	12.0	4.9	5.3	2.8	11.7	11.4	4.2
CCOC(=O)COc1ccc(S(=O)(=O)N2CCc3ccccc3C2)cc1
→ 15.6	-6.1	9.4	2.4	6.6	-1.3	6.7	5.1	7.7
O=C(c1ccc2nccnc2c1)N1CCN(Cc2ccc3c(c2)OCO3)CC1
→ 8.8	-3.3	2.1	-5.5	4.6	-0.9	0.4	-1.0	7.5

# Going on with the list.
# Values run as follows: FXIa mix inh	FXIIa inh mix	CatG inh	CatS inh	ROCK2 inh	JNK3 inh	C1s block	CatL inh	PKA inh
CCOC(=O)CCN(Cc1cccs1)S(=O)(=O)c1ccc(Cl)cc1
→ 6.4	-15.8	8.3	-2.1	/	/	15.8	6.8	3.3
CCS(=O)(=O)CCSc1nc2ccccc2s1
→ -1.5	7.9	-4.3	1.6	-1.0	-7.2	-17.8	-2.3	-0.6
CCOC(=O)CN(C(=O)CSc1nnc(CNc2ccc(C)cc2C)n1CC)c1ccccc1
→ 4.7	1.7	2.1	-5.2	-0.3	-5.5	-5.5	-1.3	2.4
COC(=O)c1ccc(CSc2nnc(SCc3ccc(C(=O)OC)o3)s2)o1
→ 11.1	6.4	5.8	-8.6	-0.7	-1.2	9.7	-11.7	0.0
Cn1c2c(c(=O)n(C)c1=O)CN(CCN1CCNCC1)CN2
→ -2.8	-16.8	9.7	8.2	4.0	5.5	-13.0	7.9	7.4
COc1ccc(S(=O)(=O)N2CCN(c3ccc4nnc(-c5ccc(F)cc5)n4n3)CC2)cc1
→ 0.9	1.0	-10.4	17.8	-3.1	2.9	-7.6	1.6	2.0
O=C(CC1SC(=Nc2ccccc2)N(CCCCO)C1=O)NCc1ccccc1 (centres undefined)
→ 1.1	-7.3	10.2	3.4	0.6	4.7	14.6	9.3	7.4
CC(C)(C)c1cc(C(F)(F)F)nc(SCCCNC(=O)c2ccco2)n1
→ -6.1	6.0	-6.2	5.1	4.0	2.1	-45.5	/	-0.6
CCn1cc(C(=O)NCCCN2CCC(C)CC2)c2cc(OC)c(OC)cc2c1=O
→ 14.4	1.8	0.8	7.3	2.2	-5.7	-7.6	10.3	5.1

# Entries listed so far with an NH in an aromatic ring:
# Values run as follows: FXIa mix inh	FXIIa inh mix	CatG inh	CatS inh	ROCK2 inh	JNK3 inh	C1s block	CatL inh	PKA inh
COc1ccc(Cn2c(=O)[nH]c3cc(C(=O)NCCCN4CCCCC4)ccc3c2=O)cc1
→ 4.5	8.4	1.1	1.6	/	/	-27.6	-4.1	0.3
CCOC(=O)c1c(C)[nH]c(C)c1-c1ccccc1OC
→ -5.6	5.0	0.4	-7.0	4.6	4.3	-20.2	9.3	11.0
CCOC(=O)Cc1cc(=O)n2[nH]c(C)c(-c3ccccc3)c2n1
→ 7.3	-2.9	14.0	19.1	-0.3	3.4	14.5	8.8	6.3
CCOC(=O)CCc1c(C)c(C#N)c2[nH]c3ccccc3n2c1=O
→ /	/	/	/	-15.7	-8.5	/	-31.0	0.3
Cc1ccc(SCc2cc(=O)[nH]c(N3CCCCC3)n2)cc1
→ 0.7	3.9	-2.5	5.4	5.2	1.9	3.5	-0.7	6.3
Cc1ccc2cc(CCNC(=O)c3ccco3)c(=O)[nH]c2c1C
→ 7.3	19.9	6.6	33.0	-1.5	1.4	9.9	12.9	0.7
COC(=O)c1[nH]c2ccc(C)cc2c1NC(=O)Nc1ccccc1OC
→ 7.5	0.7	9.4	8.3	7.2	-8.7	5.7	3.7	-2.2

# From PubChem
